Compound activity deposited in PubChem BioAssay by several laboratories.
PriA SSB inh: blocks PriA binding to SSB C-terminal tail. AID 1272365. inhibition, % at 33 µM. actives 0.6% (n = 430,000). AlphaScreen SSBct-PriA binding, biotinylated peptide; in the data active means inhibition mostly above about 37%, no sharp cut-off; inactive means mostly below about 20%;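 further: plate controls were negative control peptide for no effect and reference peptide for full effect; strong numbers were not always called active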
Anthrax LF inh2: anthrax lethal factor protease inhibition; P15917; multiplex microsphere protease cleavage assay, LF; inhibition, % at 10 µM; actives 0.12% (n = 360,000); further: plate controls were buffer without enzyme for full effect and enzyme alone for no effect
Target sequence (P15917 whole entry, looked up): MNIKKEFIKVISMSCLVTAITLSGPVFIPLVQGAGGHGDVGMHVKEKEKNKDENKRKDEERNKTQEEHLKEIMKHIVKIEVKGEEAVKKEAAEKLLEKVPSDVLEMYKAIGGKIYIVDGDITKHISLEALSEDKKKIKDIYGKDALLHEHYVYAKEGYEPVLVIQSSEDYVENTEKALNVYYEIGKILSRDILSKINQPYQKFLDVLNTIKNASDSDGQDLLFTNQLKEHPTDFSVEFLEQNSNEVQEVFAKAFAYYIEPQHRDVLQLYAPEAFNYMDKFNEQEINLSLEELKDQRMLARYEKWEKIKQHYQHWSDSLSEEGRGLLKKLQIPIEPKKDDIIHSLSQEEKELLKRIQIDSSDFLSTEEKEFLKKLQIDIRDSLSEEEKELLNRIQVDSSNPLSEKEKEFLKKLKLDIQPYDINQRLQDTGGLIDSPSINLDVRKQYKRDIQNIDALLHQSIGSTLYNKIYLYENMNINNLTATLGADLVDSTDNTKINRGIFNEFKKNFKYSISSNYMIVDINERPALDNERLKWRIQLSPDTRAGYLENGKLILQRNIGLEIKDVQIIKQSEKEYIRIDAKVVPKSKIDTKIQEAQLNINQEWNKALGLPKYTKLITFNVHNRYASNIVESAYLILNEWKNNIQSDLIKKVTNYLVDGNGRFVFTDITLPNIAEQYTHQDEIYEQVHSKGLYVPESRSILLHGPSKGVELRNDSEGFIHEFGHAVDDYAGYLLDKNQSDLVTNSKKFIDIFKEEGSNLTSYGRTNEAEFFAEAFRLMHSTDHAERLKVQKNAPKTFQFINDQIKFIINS
CCHFV vOTU inh: blocks the CCHF virus ovarian tumor domain protease | inhibition, % at 11.5 µM | CCHFV vOTU protease, Pep-AMC fluorescence | actives 0.55% (n = 370,000) | AID 651958; in the data active means inhibition above about 30%; further: 0% = vehicle wells with enzyme and 100% = no enzyme wells
Y pestis TopoI: inhibitors of Yersinia pestis topoisomerase I; Y. pestis Topo-I cleavage product accumulation, plate reader; activity, % at 10 µM; actives 0.064% (n = 360,000); in the data active means activity above about 50%, passing the limit was not always enough; inconclusive means no clear call, values can overlap the other calls; further: inactives centre near 2
PfHsp40 yeast: compounds rescuing yeast from Plasmodium falciparum HSP40 toxicity | actives 0.68% (n = 340,000) | growth rescue, % at 12.5 µM | S. cerevisiae expressing PfHsp40, growth rescue, ATP luminescence; in the data active means growth rescue above about 28%, passing the limit was not always enough; inconclusive means no clear call, values can overlap the other calls;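 further: yeast W303a lacking pdr1 and pdr3 grown in galactose medium; growth measured after three days at 30 °C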
DUSP3 inh: inhibitors of human VHR1 phosphatase (DUSP3); inhibition, % at 13.3 µM; actives 0.52% (n = 290,000); P51452; recombinant VHR phosphatase, pNPP absorbance; in the data active means inhibition above about 50%; further: some compounds called inactive have numbers as strong as hits
Target sequence (P51452 whole entry, looked up): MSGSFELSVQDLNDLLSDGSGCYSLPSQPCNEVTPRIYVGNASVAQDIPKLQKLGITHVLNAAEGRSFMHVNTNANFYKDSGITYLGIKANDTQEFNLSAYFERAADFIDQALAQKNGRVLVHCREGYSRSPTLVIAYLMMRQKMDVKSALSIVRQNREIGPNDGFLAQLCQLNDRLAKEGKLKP
BoNT-A LC inh2: BoNT A light chain protease inhibition. inhibition, % at 10 µM. multiplex microsphere protease substrate cleavage, flow cytometry. actives 0.17% (n = 360,000); further: plate controls were buffer without enzyme for full effect and enzyme alone for no effect
TcdB inh: blocks C. difficile toxin B glycohydrolase activity; P18177; TcdB glycohydrolase enzymatic assay, plate reader; inhibition, % at 9.99 µM; actives 0.24% (n = 350,000); AID 652162; in the data active means inhibition above about 10%
BH1578 lux ind: inducers of Vibrio cholerae quorum light production without autoinducers; V. cholerae BH1578 lux reporter, luminescence, 6 h; activation, % at 18.7 µM; actives 0.16% (n = 350,000); AID 588436; in the data active means activation mostly above about 9.7%, no sharp cut-off; inconclusive means no clear call, values can overlap the other calls; inactive means mostly below about 3.7%; further: not every result past the cut was called active; inactives centre near 0; reference of the scale not given here
SARS 3CLpro inh: SARS-CoV 3CLpro protease inhibition; recombinant SARS-CoV 3CLpro, quenched FRET peptide cleavage; P0C6X7; inhibition, % at 6 µM; AID 1706; actives 0.14% (n = 290,000); in the data active means inhibition above about 12%
Starred values were filed as active, the others as inactive; i = inactive; ? = inconclusive; / = no result given; & = joins results of further samples. Unless noted, no stated cut-off is given here; in the data, active means inhibition above about 30%; inconclusive means no clear call, values can overlap the other calls; inactive means below that. Only part of the results is shown; the hit share may differ from the screen's.

Below each compound – TcdB inh	Y pestis TopoI	Anthrax LF inh2	CCHFV vOTU inh	DUSP3 inh	SARS 3CLpro inh	PriA SSB inh	BoNT-A LC inh2	PfHsp40 yeast	BH1578 lux ind
> COc1ccc(N2C(=O)CC(NNC(=O)c3ccco3)C2=O)cc1 (stereo unspecified)
→ -2.1	3	-1	-13	38	-4	2	-0.9	-0.3	i
> CSCCC(NC(=O)c1ccccc1)C(=O)NCC(C)(C)N1CCOCC1 (stereo unspecified)
→ 1.5	-17	-2	-2	/	/	0	-0.3	-1.2	-0.8
> C=CCC(C(=O)NC(C)c1ccccc1)C(=O)NC(C)c1ccccc1 (stereo unspecified)
→ 2.0	-2	22	-6	11	3	2	0.9	-1.0	i
> COC(=O)c1ccc(CSc2nc(-c3ccco3)cc(C(F)(F)F)n2)o1
→ /	13	-7	8	-19	-3	-16	0.3	3.7	i
> Cc1cccc(NC(=O)CCCn2cc([N+](=O)[O-])cn2)n1
→ -0.7	-8	-2	17	29	7	0	-1.1	-0.6	-2.4
> CCOc1ccc(N(CC(=O)Nc2cccnc2)S(C)(=O)=O)cc1
→ 0.4	4	-11	-6	9	3	-12	0.3	-1.4	1.8
> Cc1cc(C(=O)NC2CCCc3c2cnn3-c2ccc(C)c(C)c2)no1 (stereo unspecified)
→ -0.1	38	1	17	17	-5	-14	0.4	3.2	-4.3
> CCN(CC)S(=O)(=O)c1ccc2c(c1)nc(CCC(=O)Nc1ccc3c(c1)OCO3)n2CC
→ /	16	-2	8	-4	-10	20	0.6	0.8	-0.7
> O=C(NCC(=O)N1CCCC1C(=O)O)OC1CCCCC1 (stereo unspecified)
→ /	-3	2	7	-38	3	-1	0.4	-1.1	0.3
> Cc1cccc(-n2c(C)cc(/C=N\NC(=O)c3ccco3)c2C)c1
→ -6.6	-8	2	14	22	1	/	-0.4	-0.5	2.5
> CCCCNC(=S)NCC(c1ccccc1)c1c[nH]c2ccccc12 (stereo unspecified)
→ 0.4	-18	-2	3	-7	-1	-2	0.8	-1.6	i
> CC1(C)CC(=O)C(/C=N/c2ncccc2C(=O)O)=C(O)C1
→ /	-4	13	-1	23	1	/	1.9	-2.2	/
> Cc1cc(C)c2c(CN3CCN(Cc4ccc5c(c4)OCO5)CC3)cc(=O)oc2c1
→ /	31	-2	10	12	4	-19	-0.3	1.0	-0.6
> Cc1ccc(Cn2c(=N)c(C(=O)NCC3CCCO3)cc3c(=O)n4cccc(C)c4nc32)cc1 (stereo unspecified)
→ -0.2	20	2	-286	2	-7	-5	2.9	0.0	0.5
> O=C(Nc1ccccc1C(=O)NCC1CCCO1)c1ccccc1 (stereo unspecified)
→ /	-11	5	-5	28	-2	6	0.2	-1.4	i
> COc1ccc(C(=O)Nc2nnc(-c3ccc(F)cc3)s2)c(OC)c1
→ -0.8	-12	-10	-4	-10	3	-2	-1.0	0.0	0.5
> O=C(c1cnn(C(=O)CN2CCCC2=O)c1)c1ccccc1O
→ 0.2	4	-4	5	/	/	-19	1.9	2.5	i
> CCOc1ccc(/C=c2\sc3nc(-c4ccco4)nn3c2=O)cc1OCC
→ /	-1	0	6	7	9	/	-0.5	0.2	i
> COc1ccc(NC(=O)COC(=O)CCc2ccc(S(=O)(=O)N3CCOCC3)cc2)c(OC)c1
→ -1.3	12	/	-10	/	/	-5	/	0.5	i
> O=c1c2cc(Cl)cc(Cl)c2nc2n1CCC2
→ 0.4	1	0	-8	-10	0	-7	0.1	0.3	-0.3
> Cc1cc(C)cc(OCC(=O)Nc2ccc3c4c(cccc24)CC3)c1
→ /	1	1	2	2	6	3	-1.3	0.0	i
> COc1ccc(CCN2CC(C(=O)Nc3cc(F)ccc3F)CC2=O)cc1OC (stereo unspecified)
→ 0.9	8	-7	-3	/	/	-2	-2.0	-0.2	i
> Cc1nn(C)c(C)c1NC(=O)COc1ccc(Cl)cc1
→ 0.6	2	0	14	/	/	20	5.0	0.4	0.0
> Clc1cccc(Cl)c1Cn1ccc(C2CC2)n1
→ -0.1	-2	-5	-6	20	2	-13	-0.5	0.0	-1.0
> O=C(Nc1cccc(Cl)c1)c1ccc(S(=O)(=O)NCC2CCCO2)cc1 (stereo unspecified)
→ 1.9	4	-7	-13	26	2	4	-0.9	2.9	-0.1
> O=C(NCCn1c(-c2ccncc2)nc2ccccc21)[C@H]1CCCN1c1nc(CN2CCCCC2)cs1
→ 1.2	-8	0	1	33	-1	11	0.5	-0.5	-0.9
> COc1ccc(Cn2c(O)c(C=Nc3ccc(O)cc3)c3ccccc3c2=O)cc1
→ /	-17	3	-6	-32	0	-5	2.5	0.8	-0.2
> Cc1csc(SCC(=O)Nc2ccccc2[N+](=O)[O-])n1
→ -2.9	11	12	2	8	6	10	2.1	-0.3	-0.4
> CC(C)(C)NC(=O)C1c2ccccc2OCC(=O)N1Cc1cccnc1 (stereo unspecified)
→ -0.1	/	-1	-6	/	/	/	0.0	/	/
> CC(=O)Nc1ccc2c(c1)ncn2-c1ccc(C)cc1
→ -1.2	0	-1	17	12	5	3	-0.4	-0.7	-0.3
> COc1ccc(N2CCN(C(=S)Nc3ccc(F)cc3)CC2)cc1
→ -0.1	-4	-7	-4	-12	-5	-5	-4.2	0.9	-0.4
> CCCCNC(=O)COC(=O)c1ccc(Cl)c(S(N)(=O)=O)c1
→ /	3	1	-4	-12	4	2	0.2	0.2	i
> O=C(c1ccc(OCCN2CCCCC2)cc1)c1c(-c2ccc(O)cc2)sc2cc(O)ccc12
→ 2.0&7.4	-37&-34	1&-5	7&14	/	/	36	-0.8&0.0	0.7&-0.8	-0.6&0.6
> Nc1nn(-c2cccc(F)n2)cc1-c1ccccc1
→ -0.8	-1	-1	2	13	4	-11	-0.2	0.4	-0.3
> Cc1[nH]c(=O)[nH]c(=O)c1S(=O)(=O)NCCOC12CC3CC(CC(C3)C1)C2
→ /	5	1	-5	17	3	-2	-1.1	-1.2	-0.6
> CCc1n[nH]c(=S)n1/N=C/c1c(C)nn(-c2ccccc2)c1Cl
→ -0.2	2	-6	4	24	2	/	-1.4	0.0	i
> O=C(COC(=O)c1cn(-c2ccccc2)nc1-c1ccccc1)Nc1ncc(Cl)cc1Cl
→ 2.0	4	-3	10	15	-1	6	1.2	0.7	-0.4
> O=C(/C=C/c1ccc(Br)o1)NC(c1ccccc1)c1ccccc1
→ -0.1	3	-4	-5	10	-3	1	-0.1	2.9	i
> Cc1nnc(SCC(=O)N2CCC(Cc3ccccc3)CC2)n(N)c1=O
→ /	-5	1	-5	7	-1	-14	-0.3	0.6	-1.1
> CCc1nc(Cl)c(C#N)c2c1CSC(C)(C)C2
→ -0.1	8	0	-1	22	1	3	-0.2	1.7	/
> CCN(CC)C(=O)CSc1nc2sc(C)c(C)c2c(=O)[nH]1
→ /	2	/	9	37	-4	-2	/	0.3	-5.9
> COC(=O)CCC(=O)N1CCCC(CO)(Cc2ccccc2F)C1 (stereo unspecified)
→ 0.6	-3	12	-16	9	-7	-8	-3.5	17	i
> CCOC(=O)CC1COCCN1C(=O)c1cc(COc2ccc(F)cc2Cl)on1 (stereo unspecified)
→ 0.3	21	1	1	11	8	-13	-3.6	0.3	-0.1
> CCc1ccc2[nH]c3nc(SCC(=O)NCC4CCCO4)nnc3c2c1 (stereo unspecified)
→ -0.2	3	-4	21	25	-2	-7	-3.5	-0.9	-0.2
> S=C(NCCCNC(=S)Nc1ccccc1)Nc1ccccc1
→ /	-2	-1	29	4	2	0	-0.7	-1.4	-0.3
> Cc1cccc(Cl)c1OCCCCn1ccnc1
→ /	1	-6	-5	23	-1	10	0.4	-0.4	-1.4
> CCC1CCCCN1CCCNC(=O)c1ccc2c(c1)N(Cc1ccc(F)cc1)C(=O)c1ccccc1S2=O (stereo unspecified)
→ 0.7	-13	0	10	-21	1	-1	1.4	0.7	-0.3
> COc1ccc(CC(C)N2CCN(c3cccc(C(F)(F)F)c3)CC2)cc1OC (stereo unspecified)
→ /	24	0	17	16	1	-8	-0.7	-1.0	i
> O=c1c(-c2ccccc2)coc2cc(O)ccc12
→ 0.3	-3	-2	-16	13	1	-14	-0.5	0.0	-0.4
> COc1ccc(N(C(=O)CNC(=O)c2ccco2)C(C(=O)NC2CCCC2)c2cccnc2)cc1 (stereo unspecified)
→ 1.7	-9	10	-7	-4	3	-3	0.2	0.8	-0.6
> Oc1c(CNc2ccccc2)cc(COCc2ccccc2)c2cccnc12
→ -0.4	2	-11	7	/	/	34	-0.7	53*	i
> COc1ccc(Nc2ncnc3sc(C)cc23)c(OC)c1
→ 2.0	-1	-4	-5	8	0	-14	-4.7	-0.6	-0.6
> CCOc1ccc(/C=N/NC(=O)c2cc3ccccc3cc2OC)cc1
→ -0.3	36	-3	-6	27	1	/	2.3	3.7	i
> O=C(CSc1nnc2scc(-c3ccccc3)n12)c1ccc2c(c1)OCCO2
→ 2.1	10	-2	2	25	-5	-8	0.7	-1.2	16
> Cc1cc(NC(=O)CSc2nnc(COc3cccc(C)c3C)n2Cc2ccco2)no1
→ -0.2	-7	-1	-12	16	6	-13	?	0.3	-0.2
> CCOc1ccc(CC(=N)C2=C(O)CC(C)(C)CC2=O)cc1OCC
→ /	-7	1	5	-16	-4	-1	-0.8	-1.6	i
> O=C(Nc1ccccc1)C1COc2ccccc2O1 (stereo unspecified)
→ 0.0	-4	-9	7	-4	4	-11	7.3	-0.7	i
> Cn1c(=O)n(C)c2cc(N3CCCC3)c(NC(=O)c3cccc(F)c3)cc21
→ -0.7	7	5	8	-15	-13	-10	0.7	-0.6	-0.2
> COc1ccc(OC)c(N(C)S(=O)(=O)c2ccc3c(c2)N(C(C)=O)CCO3)c1
→ 1.3	2	3	4	-27	-1	-5	0.2	-1.5	i
> CCCS(=O)(=O)N1CCCC(C(=O)NCCN2CCOCC2)C1 (stereo unspecified)
→ /	3	5	2	4	1	-12	0.8	-2.2	i

(continued)
Below each compound – TcdB inh	Y pestis TopoI	Anthrax LF inh2	CCHFV vOTU inh	DUSP3 inh	SARS 3CLpro inh	PriA SSB inh	BoNT-A LC inh2	PfHsp40 yeast	BH1578 lux ind
> COC(=O)C1Cc2c([nH]c3ccccc23)CN1C(C)=O (stereo unspecified)
→ 0.0	7	-6	-10	17	-3	-5	2.9	-1.4	i
> CCn1cc(C(=O)NCCCN2CCCC(C)C2)c(=O)c2cc(S(=O)(=O)N(C)C3CCCCC3)ccc21 (stereo unspecified)
→ -0.6	28	-4	7	34	4	-8	2.4	-0.4	i
> Cc1ccc(OCC(=O)Nc2ccc3c(c2)nc2n3CCOC2)cc1
→ /	9	-11	9	32	-4	-13	?	0.2	i
> O=C(O)CCC(=O)/C=C/c1ccccc1
→ -0.5	4	-11	5	-4	0	-18	-1.2	-0.8	i
> Cc1ccc(NC(=O)CSc2nc(C)c(Cc3ccccc3)c(=O)[nH]2)cc1C
→ -0.2	25	-4	-6	9	1	-9	-1.5	1.5	0.4
> CCOC(=O)C1CCCN(C(=O)/C=C/c2ccc(Cl)cc2)C1 (stereo unspecified)
→ 1.6	9	0	9	15	-3	-21	-0.5	-0.8	-0.2
> COC(=O)C12OCC34C(CC5C(C)=C(O)C(=O)CC5(C)C3C(O)C1O)OC(=O)C(OC(=O)C=C(C)C)C24 (stereo unspecified)
→ -5.7	-1	4	5	/	/	4	0.0	1.1	i

Molecules listed so far that have a nitro group on carbon:
Below each compound – TcdB inh	Y pestis TopoI	Anthrax LF inh2	CCHFV vOTU inh	DUSP3 inh	SARS 3CLpro inh	PriA SSB inh	BoNT-A LC inh2	PfHsp40 yeast	BH1578 lux ind
> Cc1cccc(NC(=O)CCCn2cc([N+](=O)[O-])cn2)n1
→ -0.7	-8	-2	17	29	7	0	-1.1	-0.6	-2.4
> Cc1csc(SCC(=O)Nc2ccccc2[N+](=O)[O-])n1
→ -2.9	11	12	2	8	6	10	2.1	-0.3	-0.4
